High-throughput results as filed in PubChem BioAssay.
PKM2 act: activators of human pyruvate kinase M2; P14618; purified PKM2, Kinase-Glo ATP luminescence, activation; response scale: 0% is enzyme alone, no compound; Potency, µM (highest dose often 57.5 µM), for inactives: at the top dose activation, hits mostly activators; 260,000 compounds, 0.34% hits; also: potency is read from the fitted curve at half-maximal effect; % is scaled to controls: 0 for no effect and ±100 for the full control effect; nearly all actives have a fitted effect of over 55% in size
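Purified hPK-M2 (>95% pure) converted ADP (0.1 mM final) to ATP with 0.5 mM PEP in 50 mM imidazole pH7.2, KCl, MgCl2, Tween 20, BSA; 1 h at room temperature. ATP detected by Kinase-Glo luminescence.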
Eya2 phos inh: blocks the phosphatase activity of human Eya2; O00167; recombinant Eya2, OMFP fluorescence dephosphorylation (OMFP is methylfluorescein phosphate); Potency, µM (doses to about 76.9 µM), for inactives: at the highest dose activity, negative = inhibition, hits mostly inhibitors; 330,000 compounds, 0.006% hits; also: potency is read from the fitted curve at half-maximal effect; % is scaled to controls: 0 for no effect and ±100 for the full control effect
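Eya2 (0.2 uM) preincubated 10 min at ambient with compound, then OMFP substrate added at 50 uM; 10 min reaction in 50 mM HEPES pH 7.5, 50 mM NaCl, 5 uM MgCl2, 0.05% BSA, 1 mM DTT. Fluorescence read at Ex 485/Em 525 nm.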
MBNL1-CUG inh: inhibitors of human MBNL1 binding to CUG repeat RNA | TR-FRET MBNL1-His/biotin-(CUG)12 binding, 665/545 ratio | Potency, µM (highest dose often 57.5 µM), inactives show top-dose activity change, negative = inhibition, actives largely listed as inhibitors | 280,000 compounds, 0.036% hits; active = well fitted inhibition curve with a large enough effect in the signal ratio, with a control signal flat, not every such curve was filed as active; inconclusive = small, poorly fitted or top-dose-only effect, or effect the other way, or a change in a side signal; inactive = no such curve, though single readings can be large or run the other way; the % refers to the signal ratio; also: potency is read from the fitted curve at half-maximal effect; % is scaled to controls: 0 for no effect and ±100 for the full control effect
Target sequence (Q9NR56 whole entry, looked up): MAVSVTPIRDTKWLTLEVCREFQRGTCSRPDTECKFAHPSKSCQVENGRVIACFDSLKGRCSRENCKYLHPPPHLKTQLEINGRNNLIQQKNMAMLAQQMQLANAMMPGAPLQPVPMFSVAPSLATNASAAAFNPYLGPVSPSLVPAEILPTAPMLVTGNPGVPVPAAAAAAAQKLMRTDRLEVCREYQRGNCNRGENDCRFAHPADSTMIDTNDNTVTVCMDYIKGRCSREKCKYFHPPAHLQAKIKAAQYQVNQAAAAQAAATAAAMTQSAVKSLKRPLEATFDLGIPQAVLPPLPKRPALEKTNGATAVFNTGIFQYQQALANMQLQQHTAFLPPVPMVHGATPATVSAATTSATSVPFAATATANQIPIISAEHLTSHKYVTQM
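His-tagged MBNL1 binding to biotinylated (CUG)12 RNA was measured by TR-FRET using terbium anti-His antibody (0.055 ng/ul final) and streptavidin-XL665 (5 nM final). Compounds were titrated 92 nM to 58 uM; 60 min at room temperature.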
TSHR antagonist: blocks TSH signaling through the human TSH receptor; P16473; 330,000 compounds, 0.2% hits; activity change, negative = inhibition, % at 11.5 µM; TSHR-expressing cells, TSH-stimulated cAMP HTRF, 2 h; active compounds read low;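 active = activity change below a set negative limit, meaning inhibition stronger than a set level, cut at about -70% in these data; inconclusive = activity change between two set negative limits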; also: % is scaled to controls: 0 for no effect and ±100 for the full control effect
Target sequence (P16473 whole entry, looked up): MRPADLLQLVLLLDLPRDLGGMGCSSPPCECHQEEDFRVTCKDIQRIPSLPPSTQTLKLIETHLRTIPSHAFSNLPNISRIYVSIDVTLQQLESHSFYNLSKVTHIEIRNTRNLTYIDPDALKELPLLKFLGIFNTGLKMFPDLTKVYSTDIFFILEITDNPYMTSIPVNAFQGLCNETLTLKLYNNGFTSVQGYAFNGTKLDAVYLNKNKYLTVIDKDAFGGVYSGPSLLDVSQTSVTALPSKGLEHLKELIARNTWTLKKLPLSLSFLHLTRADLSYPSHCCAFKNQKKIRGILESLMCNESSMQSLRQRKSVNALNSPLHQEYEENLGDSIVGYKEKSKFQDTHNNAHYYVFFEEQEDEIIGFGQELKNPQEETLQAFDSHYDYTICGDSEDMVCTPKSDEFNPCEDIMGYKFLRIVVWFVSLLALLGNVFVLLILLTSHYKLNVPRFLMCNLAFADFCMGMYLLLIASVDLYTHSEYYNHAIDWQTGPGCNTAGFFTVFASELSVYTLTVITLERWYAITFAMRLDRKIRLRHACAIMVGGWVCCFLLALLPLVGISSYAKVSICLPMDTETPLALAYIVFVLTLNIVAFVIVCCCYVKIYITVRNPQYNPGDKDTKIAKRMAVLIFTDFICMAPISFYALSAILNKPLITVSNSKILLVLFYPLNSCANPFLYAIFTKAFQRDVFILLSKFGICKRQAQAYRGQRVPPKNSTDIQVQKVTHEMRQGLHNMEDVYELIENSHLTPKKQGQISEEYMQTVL
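TSHR-expressing cells, 200/well, pre-treated with compound, then stimulated with EC80 TSH (4nM final) for 2 hours at 37 deg C. cAMP measured by competitive HTRF: anti-cAMP cryptate antibody in lysis buffer plus cAMP-d2, read after 30 minutes at room temperature.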
USP2a inh: inhibitors of human ubiquitin-specific protease USP2a | USP2 core, Ub-CHOP2 coupled fluorogenic reporter, 485/531 | Potency, µM (series often up to 38.3 µM), without a hit: at the top dose activity change, negative = inhibition, usual class: inhibitors | 330,000 compounds, 0.01% hits;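 also: potency is read from the fitted curve at half-maximal effect; plate controls were DMSO wells for no effect and full inhibition by NEM control for full effect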
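USP2 core (10nM final) preincubated 30min RT with compound in 20mM Tris-HCl pH 8.0, 2mM CaCl2, 2mM beta-mercaptoethanol, 0.05% CHAPS; 25nM Ub-CHOP2 plus 25nM reporter substrate added, fluorescence (Ex485/Em531) read after 60min.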
BCR signal inh: blocks chronic active B-cell receptor signaling | AID 493014 | Potency, µM (doses to about 46.1 µM), without a hit: at the highest dose ratio change, negative = lower green/red ratio, hits mostly inhibitors | 340,000 compounds, 0.05% hits | ABC-DLBCL IkBa-CBG/CBR reporter, luminescence ratio, 4 h; active = well fitted inhibition curve with a large enough effect in the signal ratio, with a control signal flat, not every such curve was filed as active; inconclusive = small, poorly fitted or top-dose-only effect, or effect the other way, or a change in a side signal; the % refers to the signal ratio;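 also: potency is read from the fitted curve at half-maximal effect; plate controls were basal doxycycline-induced cells for no effect and cells given 10 µM MG132 for full effect; MG132 reads +100%, hits lower the ratio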
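Cell line TMD8 (human ABC DLBCL), stably expressing tet-inducible CBG68-IkBa fusion and CBR; IMDM/0.5% FBS; cpd up to 46 uM; dox induction, 4 h, 37C/5% CO2; dual luminescence; green/red ratio; MG132 control.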
Mito fusion yeast: mitochondrial division inhibition or fusion activation; 320,000 compounds, 0.23% hits; Potency, µM (top dose mostly 46.1 µM), without a hit: at the top dose growth rescue (activation), actives largely listed as activators; S. cerevisiae fusion-defective mutant growth rescue, CellTiterGlo 48 h; AID 485298;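 also: potency is read from the fitted curve at half-maximal effect; % of control where 0% means no effect; nearly all actives have a fitted effect of over 45% in size; temperature-sensitive fusion mutants such as fzo1-1 at 37 °C on non-fermentable ethanol glycerol medium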
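Growth-rescue viability read-out: after 48 h at the non-permissive 37C in glycerol/ethanol YPEG, yeast mitochondrial fusion mutants are measured by CellTiterGlo luminescence; compounds (23 nl pinned per well) restoring growth score as division inhibitors or fusion activators.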
Menin MLL FP TR: inhibitors of human menin-MLL interaction, mutant MLL peptide; Menin + Texas Red MLL mutant peptide, fluorescence polarization; Potency, µM (titrated, usually from 61.6 µM), for the others: at the top dose FP activity change, negative = inhibition, hits mostly inhibitors; 270,000 compounds, 0.23% hits; AID 1768; active = well fitted inhibition curve with a large enough effect in the polarisation, with a control signal flat, not every such curve was filed as active; inconclusive = small, poorly fitted or top-dose-only effect, or effect the other way, or a change in a side signal; inactive = no such curve, though single readings can be large or run the other way; the % refers to the polarisation; also: potency is read from the fitted curve at half-maximal effect; % of control where 0% means no effect; many of its hits are not listed in these tables
GALK inh: blocks human galactokinase activity; P51570; Purified GALK, Kinase-Glo residual ATP luminescence; Potency, µM (highest dose often 57.5 µM), for the others: at the highest dose activity change, negative = inhibition, usual class: inhibitors; 270,000 compounds, 0.007% hits; AID 1868; also: potency is read from the fitted curve at half-maximal effect; % is scaled to controls: 0 for no effect and ±100 for the full control effect
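The enzyme phosphorylates galactose (100 uM) using ATP (35 uM); inhibition is detected as higher residual ATP, quantified by bioluminescence after 1 h reaction at room temperature, pH 8.0.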
KCNH2 WT inh: blocks the wildtype human KCNH2 potassium channel. Q12809. U2OS, BacMam KCNH2, thallium flux FluxOr; active compounds read low. activity change, % at 1.84 µM. 340,000 compounds, 0.37% hits;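 active = maximum activity change below -70%; inconclusive = maximum activity change between -70% and -50%; inactive = maximum activity change above -50%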; also: % is scaled to controls: 0 for no effect and ±100 for the full control effect
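U2OS cells were transduced with wild-type KCNH2 virus (2.03 x 10^8 / mL) for 4 h at room temperature, then cultured overnight at 37 C. Thallium flux was read with FluxOr dye. Rate constants were normalized to DMSO controls.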
ASM inhibitor: blocks human secretory acid sphingomyelinase | Potency, µM (series often up to 57.5 µM), without a hit: at the highest dose activity change, negative = inhibition, most hits filed as inhibitors | 340,000 compounds, 0.006% hits | placental ASM, HMU-PC fluorogenic substrate, 60 min | P17405 | AID 504937; also: potency is read from the fitted curve at half-maximal effect
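Human placenta-derived ASM enzyme was preincubated with compound for 10 minutes at room temperature, then given fluorogenic substrate HMU-PC0 (9 uM final) for 60 minutes at 37 °C; a pH 10 stop preceded fluorescence reading at Ex 386/Em 447 nm.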
* = called active by the depositor; ? = inconclusive; · = not tested or not shown; [ ] = another dose, or the depositor's remark. Unless noted, calls follow the shape of the dose curve; as a rule, active = well fitted curve in the direction sought with a large enough effect; inconclusive = small, poorly fitted or top-dose-only effect, or another doubt; inactive = no such curve, though single readings can be large; an effect the other way counts as inactive or inconclusive. The list is partial. The share of hits here may be higher or lower than overall.

SMILES	PKM2 act	Eya2 phos inh	MBNL1-CUG inh	TSHR antagonist	USP2a inh	BCR signal inh	Mito fusion yeast	Menin MLL FP TR	GALK inh	KCNH2 WT inh	ASM inhibitor
COc1ccc(C(=O)N2CCSCC2)cc1OC1CCN(C(C)=O)CC1	1%	-11%	4%	4	-1%	0%	2%	·	1%	9	7%
Cc1nn(-c2ccccc2)c(N2CCCC2)c1/C=N/NC(=S)Nc1ccccc1C(F)(F)F	-4%	-5%	·	-12	-6%	2%	-3%	17%	-3%	-16	5%
O=C(c1ccccc1-n1cccn1)N1CCc2c([nH]c3ccccc23)C1c1ccccn1 (stereo unspecified)	-1%	5%	8%	15	3%	-10%	4%	-5%	10%	-4	-2%
COc1cccc2cc(C(=O)Nc3cc(Cl)ccc3N3CCOCC3)c(=O)oc12	?	-8%	2%	25	0%	-3%	7%	1%	3%	-3	0%
CCn1c(COc2ccccc2C)nc2ccccc21	?	-8%	?	-21	5%	8%	24%	-2%	-2%	-12	0%
CC(C)NC(=O)N1CCCN(c2nc3ccc(Cl)cc3s2)CC1	12%	10%	·	-15	0%	-2%	5%	·	0%	2	0%
O=C(CSc1nnc(NC(=O)c2ccc(S(=O)(=O)N3CCOCC3)cc2)s1)Nc1ccccc1C(F)(F)F	-8%	0%	·	3	1%	1%	-7%	?	2%	6	-3%
O=C(Nc1ccc2c(c1)OCCO2)c1cc2sccc2n1Cc1ccc(F)cc1	-1%	12%	0%	-14	0%	21%	-3%	-29%	-2%	-1	-9%
CCN(C(=O)COC(=O)c1ccc(O)cc1)c1cccc2ccccc12	·	-17%	·	-2	-8%	-5%	·	·	·	1	-5%
CCC(C)[C@H](NC(=O)N1c2ccccc2NC(=O)[C@@H]1C(C)C)C(=O)N[C@@H](Cc1ccccc1)C(=O)O (stereo partly specified)	-4%	5%	5%	-8	-1%	-13%	-2%	2%	·	-4	2%
COc1ccc(CCNC(=O)COC(=O)Cn2cnc3ccccc32)cc1OC	-1%	-1%	3%	-2	1%	?	-8%	1%	0%	-9	1%
O=C(Cn1cnnn1)NC1CCCN(Cc2ccccc2F)C1 (stereo unspecified)	-4%	1%	3%	-2	-2%	3%	-4%	-13%	-2%	2	2%
Cc1ccc(CN2CCN(Cc3ccc4cccc(F)c4n3)CC2CCO)cc1 (stereo unspecified)	1%	10%	4%	7	-2%	-3%	-6%	-10%	2%	40	2%
S=C(c1ccc(-c2ccc(Cl)cc2Cl)o1)N1CCCC1	8.9µM*	-1%	15%	19	-1%	-11%	-10%	·	2%	1	-6%
Cc1cc(Cl)ccc1OCCCC(=O)NCc1ccccn1	5%	16%	-6%	9	-2%	-5%	-3%	-13%	-2%	-16	2%
COc1ccccc1C(=O)NC(=O)CSc1nnc(SC)s1	·	9%	·	-1	0%	-2%	2%	·	·	16	3%
COc1ccc(S(=O)(=O)NCc2ccc(C(=O)N3CCN(Cc4ccccc4)CC3)cc2)cc1	·	-2%	-2%	0	1%	0%	-20%	·	5%	-8	0%
COC(=O)c1ccccc1NC(=O)C1CCC(=O)N1S(=O)(=O)c1ccc(C)cc1 (stereo unspecified)	8%	1%	2%	4	0%	1%	2%	?	-1%	-2	2%
COc1ccc(C2(NC(C)=O)CCN(Cc3cccnc3)CC2)cc1	0%	-3%	-2%	-3	1%	-1%	2%	-14%	2%	-9	1%
COC(=O)c1c(C(=O)OC)c(-c2cccc(F)c2)n2c1CS(=O)(=O)C2	·	-17%	0%	1	-1%	0%	4%	14%	-2%	3	2%
COc1cccc(CN2CCN(C3CCN(c4ccccc4F)CC3)CC2CCO)c1 (stereo unspecified)	-2%	-5%	-3%	-2	0%	-9%	-3%	1%	0%	30	1%
CCCN(CC1CC1)C(=O)CSc1nnc(-c2cc(-c3cccs3)nc3ccccc23)o1	-7%	-23%	0%	0	1%	?	1%	2%	-2%	1	395%[activator]
O=[N+]([O-])c1cc(S(=O)(=O)N2CCCC2)ccc1N/N=C/c1cccnc1	5%	3%	·	-10	2%	-4%	-5%	3%	1%	-11	-1%
Cc1cc(Cl)ccc1OCC(=O)OCC(=O)Nc1ccc(F)c([N+](=O)[O-])c1	14%	-13%	?	4	-4%	7%	0%	-8%	1%	16	-19%
CCOc1cc(NC(=S)NCCc2ccccc2)c(OCC)cc1NC(C)=O	3%	-1%	-21%	-12	0%	2%	-8%	-15%	1%	0	7%
COc1ccc2[nH]cc(C(=O)NCCc3ccccc3)c(=O)c2c1	-2%	-10%	0%	-7	2%	-3%	7%	7%	2%	-8	-3%
COc1ccccc1N1CCN(C2CCCN(C(=O)c3oc(C)cc3C)C2)CC1 (stereo unspecified)	1%	4%	-3%	11	-7%	-4%	-1%	·	-3%	-3	3%
CCc1c(O)nc(SC2CC(=O)N(c3ccc(F)c(Cl)c3)C2=O)[nH]c1=O (stereo unspecified)	-3%[11.5 µM]	4%	3%	-8	0%	3%	-9%	7%	0%	0	4%
O=C(COc1ccc(S(=O)(=O)NC2CCCCC2)cc1)NC1CC1	2%	6%	-3%	9	0%	-2%	0%	·	1%	4	2%
CCN(CC(=O)Nc1ccc(NC(C)=O)cc1)C(=O)CCCOc1ccc(C(C)(C)C)cc1	·	-17%	·	-10	3%	?	11%	·	·	-6	-5%
O=c1[nH]c(/C(=N\O)c2ccccc2)no1	-7%	1%	?	-9	-1%	?	3%	15%	-1%	-1	26%
COc1cc(C(=O)NCC(c2cccnc2)N2CCN(c3ccccc3)CC2)cc(OC)c1OC (stereo unspecified)	10%	8%	1%	-5	2%	?	2%	-19%	0%	-4	3%
CCc1ccc(NC(=O)C2=CC(c3ccc(OC)c(OC)c3)=NS(=O)(=O)N2C)cc1	4%	4%	?	-13	2%	?	-3%	19%	·	-2	?
COc1cccc(CNC(=S)NC2CC2)c1	-1%	2%	-6%	-4	-5%	?	-2%	16%	1%	3	8%
Cc1ccn2c(=O)c(C(=O)NCCCN3CCCCC3C)c(O)nc2c1 (stereo unspecified)	·	-14%	2%	-1	4%	-5%	-5%	·	9%	-1	5%
CCc1cccc(OCCCCN(CC)CC)c1	-1%	13%	1%	5	0%	10%	-3%	0%	-2%	30	2%
COc1ccc(S[C@@H](CCN2CC[C@H](NC(=O)OCc3ccccc3)CCC2=O)c2ccccc2)cc1	·	14%	·	-3	1%	-6%	·	·	·	9	-2%
CN(C)S(=O)(=O)Oc1cccc(C(=O)Nc2ccccc2Cl)c1	-2%	-8%	-10%	-9	1%	?	8%	-9%	-2%	2	-1%
N#Cc1ccc(CSc2nnc(NC(=O)C3CC(=O)N(c4ccc5c(c4)OCCO5)C3)s2)cc1 (stereo unspecified)	-11%	4%	2%	-12	0%	-8%	0%	0%	-1%	-4	7%
CCOC(=O)N/N=C\c1cccc(OC)c1OC/C=C/c1ccccc1	4%	-3%	22%	-2	6%	2%	3%	4%	1%	-5	-10%
CCCCCN1CC(=O)N2[C@@H](Cc3c([nH]c4ccccc34)C2(C)C)C1=O	·	5%	-6%	-4	0%	-3%	11%	15%	·	4	-3%
Cn1ncc([N+](=O)[O-])c1C(=O)Nc1ccc(-c2nc3ccccc3[nH]2)cc1	-1%	-32%	34%[activator]	-8	1%	?	7%	26%	0%	-9	-5%
O=[N+]([O-])c1nn(-c2ccc(Cl)cc2)n(O)c1=NCc1ccccc1	2%	4%	?	15	0%	?	8%	?	0%	2	-7%
COc1cccc(C(=O)N(CN2CCCC2=O)c2cc(C)on2)c1	-2%	14%	-11%	42	-5%	11%	4%	1%	0%	-2	2%
COc1ccc(S(=O)(=O)Nc2ccc3c(c2)OCO3)cc1	25µM*	20%	-19%	10	5%	1%	3%	33%[activator]	1%	1	0%
COc1ccc(-c2nn(C)c(=O)c3ccccc23)cc1NC(=O)Cn1nc(-c2ccccc2)c2ccccc2c1=O	5%	12%	-3%	-13	-1%	5%	5%	1%	-3%	-15	-5%
